Source: PubChem BioAssay
GLP1R cytotox: qHTS of GLP-1 Receptor Inverse Agonists: Cytotox Screen; HEK293 cAMP-luciferase reporter cells, luminescence, 24 h; Potency, µM (doses to about 38.3 µM), for inactives: top-dose activity change, negative = inhibition, most hits filed as inhibitors; actives 0.13% (n = 410,000);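 further: loss of luciferase light is scored as toxicity; potency means the concentration at half of the fitted maximal effect; on the % scale 0 is the no-effect control and ±100 the full control effect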
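Cells in DMEM/10% Nu serum/1% pen-strep, 1536-well format. Pre-incubated 12 h, dosed with 23 nL compound, incubated a further 24 h. Luciferase detection, 12 min at room temp, luminescence.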
DRD3 agonist: qHTS of D3 Dopamine Receptor Agonist: qHTS. D3R DiscoveRx beta-arrestin cells, luminescence, 90 min. max activation, %. actives 0.58% (n = 410,000). AID 652048, 2013; in the data active means max activation above about 30%; further: 0% is about no effect; mostly tested at two doses, the higher about 12 µM
Target sequence (P35462 whole entry, looked up): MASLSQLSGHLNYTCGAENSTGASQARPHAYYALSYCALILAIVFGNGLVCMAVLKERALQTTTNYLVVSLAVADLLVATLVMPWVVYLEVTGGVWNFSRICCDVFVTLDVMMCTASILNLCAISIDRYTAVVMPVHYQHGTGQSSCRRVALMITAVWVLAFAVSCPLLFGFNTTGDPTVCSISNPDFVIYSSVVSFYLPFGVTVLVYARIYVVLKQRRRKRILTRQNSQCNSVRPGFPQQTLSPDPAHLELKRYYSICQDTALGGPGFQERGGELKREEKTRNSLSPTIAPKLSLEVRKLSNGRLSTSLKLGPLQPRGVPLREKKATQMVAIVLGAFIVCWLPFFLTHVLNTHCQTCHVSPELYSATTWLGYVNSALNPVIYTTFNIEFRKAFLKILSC
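Agonist mode: compounds and dopamine controls were applied to plated cells for 90 min at 37 degrees C after an overnight attachment at 1500 cells/well. Luminescent read-out followed 30 - 60 minutes at room temperature with DiscoveRx detection reagent.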
SW480 rerep: A quantitative high throughput screen for small molecules that induce DNA re-replication in SW480 colon adenocarcinoma cells | AID 624297, 2012 | SW480 DNA re-replication, Hoechst DNA content imaging, 48 h | Potency, µM (series often up to 46.1 µM), for the others: at the top dose re-replication activation, usual class: activators | actives 1.8% (n = 340,000); further: potency means the concentration at half of the fitted maximal effect; % of control where 0% means no effect; nearly all actives have a fitted effect of over 55% in size
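SW480 cells exposed to compounds for 48 hr at 37 C, 5% CO2, then Hoechst-stained 40 min. Nuclear DNA content imaged by fluorescence scanning (405 nm excitation, 500-530 nm emission); re-replication scored as increased high-intensity nuclei.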
KB-V1 MDR tox: qHTS assay for MDR1-selective chemotherapeutics: Primary screen using the drug-selected MDR subline cells KB-V1 | KB-V1 MDR cells viability, CellTiter-Glo, 72 h | Potency, µM (highest dose often 46.1 µM), for inactives: at the highest dose activity change, negative = cytotoxicity, actives largely listed as cytotoxic | actives 3.4% (n = 400,000) | AID 1347076, 2019; further: potency means the concentration at half of the fitted maximal effect; on the % scale 0 is the no-effect control and ±100 the full control effect; nearly all actives have a fitted effect of over 60% in size
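Cytotoxicity via CellTiter-Glo luminescence after 72 h compound exposure at 37 degrees C. Cells: drug-selected KB-V1 line, DMEM phenol-red free plus 10% FBS. Compounds tested at multiple concentrations; normalized data fitted to concentration-effect curves.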
HT1080 IDH1KD tx: qHTS for induction of synthetic lethality in tumor cells producing 2HG: qHTS for the HT-1080-IDH1KD cell line; AID 686971, 2013; HT-1080 IDH1 knockdown viability, ATP luminescence, 48 h; Potency, µM (titrated, usually from 46.1 µM), without a hit: top-dose activity, negative = toxicity, usual class: cytotoxic; actives 2% (n = 360,000);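 further: potency means the concentration at half of the fitted maximal effect; 0% = DMSO wells and -100% = cell-free medium wells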
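Knockdown cells (IDH1KD HT-1080) received compounds 2 h after plating at 750 cells/well and were kept 48 h at 37 °C in 5% FBS RPMI. A CellTiter-Glo luminescence read gave % activity for curve fitting.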
MCF10A rereplic: A quantitative high throughput screen for small molecules that induce DNA re-replication in MCF 10a normal breast cells; MCF 10A DNA re-replication, Hoechst nuclear intensity, 48 h; Potency, µM (top dose mostly 46.1 µM), inactives show top-dose activity, positive = re-replication, usual class: activators; actives 2.9% (n = 350,000); further: potency means the concentration at half of the fitted maximal effect; % of control where 0% means no effect; nearly all actives have a fitted effect of over 50% in size
KB-3-1 tox: qHTS assay for MDR1-selective chemotherapeutics: Primary screen using the parental adenocarcinoma cell KB-3-1; KB-3-1 viability, CellTiter-Glo ATP luminescence, 72 h; Potency, µM (doses to about 46.1 µM), for the others: top-dose activity change, negative = cytotoxic, actives largely listed as cytotoxic; actives 1.4% (n = 400,000); AID 1347075, 2019; further: potency means the concentration at half of the fitted maximal effect; on the % scale 0 is the no-effect control and ±100 the full control effect; nearly all actives have a fitted effect of over 60% in size
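KB-3-1 parental drug-naive adenocarcinoma cells in DMEM/10% FBS, incubated 72 h at 37 C with pin-transferred compounds across a concentration series. Viability by CellTiter-Glo luminescence; concentration-response curves fitted after normalization.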
HT1080-NT tox: qHTS for induction of synthetic lethality in tumor cells producing 2HG: qHTS for the HT-1080-NT fibrosarcoma cell line | AID 686970, 2013 | HT-1080-NT fibrosarcoma viability, CellTiter-Glo ATP luminescence, 48 h | Potency, µM (series often up to 46.1 µM), without a hit: at the highest dose activity, negative = less viability, hits mostly cytotoxic | actives 1.6% (n = 360,000);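 further: NT is the 2HG producing partner of a matched IDH1 knockdown line; potency means the concentration at half of the fitted maximal effect; 0% = DMSO-treated cells and -100% = media-only wells without cells; nearly all actives have a fitted effect of over 55% in size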
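Toxicity toward the 2HG-producing NT line was scored as %Activity, normalised to DMSO and no-cell wells, from CellTiter-Glo luminescence after 48 hours' treatment.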
IL-1B inflam inh: qHTS for Inhibitors of Inflammasome Signaling: IL-1-beta AlphaLISA Primary Screen; THP-1 LPS/ATP IL-1B secretion, AlphaLISA, 16 h; hits give low values; activity change, % at 57.5 µM; actives 4.7% (n = 360,000); AID 743279, 2014; in the data active means activity change below about -50%; inconclusive means mostly about -30% to -49%; further: on the % scale 0 is the no-effect control and ±100 the full control effect
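THP-1 cells pretreated 1 hr with compounds (up to 57.5 uM final), then stimulated with LPS (250 ng/mL final) plus ATP (1.25 mM final); secreted IL-1B measured by AlphaLISA after 16 hr, decreased signal indicating inhibition.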
An asterisk follows results filed as active; u = inconclusive; x = no result given; [ ] = dose if it differs, or a comment. Unless noted, the call rests on the fitted dose curve; in most records, active means well fitted curve in the direction sought with a large enough effect; inconclusive means small, poorly fitted or top-dose-only effect, or another doubt; inactive means no such curve, though single readings can be large; an effect the other way counts as inactive or inconclusive.

SMILES	GLP1R cytotox	DRD3 agonist	SW480 rerep	KB-V1 MDR tox	HT1080 IDH1KD tx	MCF10A rereplic	KB-3-1 tox	HT1080-NT tox	IL-1B inflam inh
CC(C)(C)C(=O)NC(NC(=S)Nc1ccc(S(N)(=O)=O)cc1)C(Cl)(Cl)Cl (stereo not drawn)	-1.9%	4.8	0.7%	-2.6%	12.3%	2.8%	19.6%	-4.1%	-11.9
CC1C(=O)N2CCCc3cc(NC(=O)C(=O)NCCc4c[nH]c5ccccc45)cc1c32 (stereo not drawn)	-20.6%	1.5	0.3%	-11.2%	u	u	-19.7%	u	12.5
CC(=O)C(=Cc1ccc(O)cc1)C(C)=O	1.1%	0.0	-5.8%	3.6%	1.3%	-5.9%	4.6%	0.6%	u
Nc1c(Cl)ncnc1N/N=C/c1ccc(O)cc1	-6.2%	3.7	-2.9%	u	u	1.7%	-2.4%	-11.4%	0.0
C=CCOc1ccc(Br)cc1/C=N/O	8.2%	-8.8	-1.6%	-14.9%	-1.0%	1.8%	-6.6%	-1.6%	-7.2
O=C(NNC1CC(=O)N(c2ccccc2)C1=O)c1ccco1 (stereo not drawn)	0.4%	-9.4	21.7%	1.8%	15.6%	-17.3%	4.3%	14.8%	13.6
CC1CC(C)CN(CC(O)COC2CC(C)CC(C)(C)C2)C1 (stereo not drawn)	-10.3%	-17.6	8.9%	u	-3.5%	2.1%	1.4%	-7.1%	25.4
Cc1[nH]nc(N2CCCCCC2)c1[N+](=O)[O-]	-26.5%	0.1	0.2%	-18.6%	-10.4%	2.7%	1.9%	0.3%	-8.5
CCOC(=O)/C=C1\SCC(=O)N1CC(=O)Nc1ccccc1OC(F)F	-16.0%	-3.1	-16.6%	-7.3%	4.9%	3.7%	1.1%	7.2%	-13.8
Cc1cccc(CN(C)C[C@@H]2OCc3cnnn3CCCC(=O)N([C@H](C)CO)C[C@H]2C)c1	1.0%	2.1	x	0.3%	6.7%	x	-8.3%	-0.3%	0.9
Cc1cc(=O)oc2cc(OCC(=O)N3c4ccccc4NC(=O)C3(C)C)ccc12	4.7%	9.8	2.8%	-19.5%	-3.9%	4.1%	11.4%	-2.2%	25.6
Cc1ccc(C)c(N2CCN(C(=O)c3ccc(CS(=O)(=O)c4ccc(Br)cc4)o3)CC2)c1	4.7%	-5.2	x	-45.4%	x	x	u	x	x
CC(=O)Nc1cc(-c2ccc(N3CCN(C)CC3)cc2)cn2c(-c3ccc(F)c(Cl)c3)cnc12	u	0.3	x	u	16.4µM*	x	u	20.6µM*	x
CCCc1ccc(OCc2ccc(C(=O)NCc3cccnc3)o2)c(OC)c1	8.2%	-4.6	-22.1%	u	-7.4%	12.8%	-2.5%	-17.0%	-9.3
C/C=C/c1ccc(Oc2nnnn2-c2ccc(C(N)=O)cc2)c(OC)c1	-17.2%	3.7	10.2%	u	-12.4%	-11.2%	-4.7%	-3.3%	8.9
Cc1ccc(C)n1-c1ccc(C(=O)NCC2CCCO2)cc1 (stereo not drawn)	8.8%	-8.5	4.9%[9.22 µM]	-25.8%	-12.5%	-1.3%	-14.7%	-4.4%	u
COc1cccc(NC(=O)Cn2c(=O)n(-c3ccccc3)c(=O)c3oc4ccccc4c32)c1	u	-8.1	0.4%	20.6µM*	u	15.9%	u	u	-5.1
COC(=O)c1ccc(C(=O)OC)c(NC(=O)CN(C)Cc2cccc(Cl)c2Cl)c1	5.1%	16.6	-2.5%	u	-5.4%	u	-6.0%	3.9%	19.6
O=C(CSc1nnc(-c2cccs2)o1)N1CCOCC1	2.1%	-3.3	10.8%	8.1%	28.3%	-2.0%	-1.3%	-1.4%	10.3
CCOC(=O)C1(Cc2cccc(F)c2)CCN(Cc2cn(CC)nc2C)CC1	-2.6%	-4.5	1.8%	u	-12.4%	-1.7%	-1.8%	3.5%	-20.3
CCS(=O)(=O)N1CCC(C(=O)NCc2ccccc2OC)CC1	0.2%	8.2	u	4.1%	-6.5%[9.24 µM]	u	4.3%	0.8%	10.1
COCCNC(=O)CSc1nc(-c2ccc(F)cc2)[nH]c1-c1ccc(Cl)cc1	2.2%	-20.4	x	-5.8%	x	x	-1.9%	x	x
C#CC(=O)N(c1ccc(OC)cc1OC)C(C(=O)NC1CCCC1)c1cccs1 (stereo not drawn)	u	-6.6	u	-20.2%	u	u	-24.6%	0.92µM*	-102.4*
COc1ccc(C2NC(C(=O)O)CS2)cc1COCC(F)(F)F (stereo not drawn)	11.7%	2.2	11.1%	u	-1.7%	-11.2%	-1.0%	3.4%	15.7
O=C(c1ccc(-n2c(SCc3cccc(F)c3)nc3ccccc3c2=O)cc1)N1CCOCC1	-5.0%	-0.1	1.1%	u	-22.9%	15.9%	u	-20.1%	-20.0

Brought forward from above: 2 compounds; new compounds follow.
SMILES	GLP1R cytotox	DRD3 agonist	SW480 rerep	KB-V1 MDR tox	HT1080 IDH1KD tx	MCF10A rereplic	KB-3-1 tox	HT1080-NT tox	IL-1B inflam inh
COc1ccc(C2NC(C(=O)O)CS2)cc1COCC(F)(F)F (stereo not drawn)	11.7%	2.2	11.1%	u	-1.7%	-11.2%	-1.0%	3.4%	15.7
O=C(c1ccc(-n2c(SCc3cccc(F)c3)nc3ccccc3c2=O)cc1)N1CCOCC1	-5.0%	-0.1	1.1%	u	-22.9%	15.9%	u	-20.1%	-20.0
CCOc1cc(CNCCSc2nnnn2C)cc(Br)c1OCc1ccccc1F	-24.4%	10.9	u	u	u	u	-2.0%	u	-65.2*
Cc1cc(C)cc(C(=O)N2CCN(c3ccccn3)CC2)c1	-10.5%	11.7	3.6%	u	8.1%	-0.1%	14.6%	7.2%	11.8
CCC(=O)N(Cc1ccco1)c1nc(-c2ccccc2)cs1	5.5%	-5.6	-7.3%	-12.9%	-9.5%	-3.7%	-0.3%	-0.8%	8.0
COc1ccc(-c2csc(C(NC(C)=O)c3ccccc3)n2)cn1 (stereo not drawn)	-0.6%	-4.4	x	-9.1%	-0.3%	x	0.0%	7.2%	-0.8
CCCNC(=O)c1ccccc1NC(=O)C1=CSCCO1	-2.9%	-5.5	-2.7%	-6.6%	-1.9%	-6.2%	0.3%	-6.0%	-26.0
Fc1cccc(Cc2c(-c3cccc(Br)c3)nc3c(Cl)cc(C(F)(F)F)cn23)c1	-12.6%	2.1	x	0.8%	15.7%	x	0.0%	21.7%	0.0
Cc1ccc(C2=NS(=O)(=O)N(C)C(C(=O)N3CCCCC3)=C2)cc1	3.2%	2.6	-1.7%	u	1.6%	-1.5%	-4.8%	-1.9%	2.1
Cc1ccc(C(=O)CSc2nc3ccccc3c(=O)n2-c2ccccc2)s1	0.0%	0.6	-2.4%	-3.5%	-7.6%	-4.5%	-0.5%	-6.2%	-0.7
CC(=O)c1cc(C(=O)N2CCCC(C(=O)c3ccc(Cl)cc3)C2)cs1 (stereo not drawn)	2.4%	0.0	-10.8%	u	-4.5%	9.3%	-0.3%	-4.6%	0.0
CCN(CC)S(=O)(=O)c1ccc2c(c1)c(=O)c(C(=O)N1CCN(c3ccccc3OC)CC1)cn2C	3.4%	-8.1	x	u	x	x	u	x	x
Cc1ccccc1Nc1nc(N)nc(COC(=O)[C@@H](NC(=O)c2ccccc2Cl)C(C)C)n1	-11.4%	4.8	7.6%	u	2.9%	0.9%	u	7.0%	19.0
Cn1c(=O)n(CC(=O)N2CCOCC2)c2ccccc21	-3.9%	-0.1	-4.8%	16.5%	10.2%	14.5%	-0.6%	6.1%	9.2
O=S(=O)(NCC(c1cccnc1)N1CCN(c2ccc(F)cc2)CC1)c1cc(F)ccc1F (stereo not drawn)	-0.8%	-5.1	8.0%	u	0.3%	2.2%	14.1%	0.4%	-13.8
CN(Cc1nc(-c2ccccc2)no1)C1CCOCC1	-7.8%	4.6	4.5%	2.4%	9.3%	6.9%	-1.5%	6.6%	9.0
CCCOc1ccc(F)cc1-c1cc(C(=O)Nc2ccc(F)c(Cl)c2)[nH]n1	-22.9%	-2.7	x	u	u	x	u	u	-11.9

Shown as labelled records: entries from further up
CCN(CC)S(=O)(=O)c1ccc2c(c1)c(=O)c(C(=O)N1CCN(c3ccccc3OC)CC1)cn2C
  GLP1R cytotox = 3.4%
  DRD3 agonist = -8.1
  SW480 rerep = x
  KB-V1 MDR tox = u
  HT1080 IDH1KD tx = x
  MCF10A rereplic = x
  KB-3-1 tox = u
  HT1080-NT tox = x
  IL-1B inflam inh = x
Cc1ccccc1Nc1nc(N)nc(COC(=O)[C@@H](NC(=O)c2ccccc2Cl)C(C)C)n1
  GLP1R cytotox = -11.4%
  DRD3 agonist = 4.8
  SW480 rerep = 7.6%
  KB-V1 MDR tox = u
  HT1080 IDH1KD tx = 2.9%
  MCF10A rereplic = 0.9%
  KB-3-1 tox = u
  HT1080-NT tox = 7.0%
  IL-1B inflam inh = 19.0
